High-throughput results: PubChem BioAssay, National Center for Advancing Translational Sciences (NCATS)
KB-3-1 cytotox: qHTS assay for MDR1-selective chemotherapeutics: Primary screen using the parental adenocarcinoma cell KB-3-1; AID 1347075, 2019; KB-3-1 viability, CellTiter-Glo ATP luminescence, 72 h; actives 1.4% (n = 400,000); Potency, µM (titrated, usually from 46.1 µM), for the others: top-dose activity change, negative = cytotoxic, usual class: cytotoxic; further: on the % scale 0 is the no-effect control and ±100 the full control effect; nearly all actives have a fitted effect of over 60% in size
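Multi-concentration cytotoxicity screen in KB-3-1 cells grown in DMEM lacking phenol red with 10% FBS. After 72 h at 37 °C with compound, ATP-dependent luminescence was recorded.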
MCF10A rereplic: A quantitative high throughput screen for small molecules that induce DNA re-replication in MCF 10a normal breast cells | MCF 10A DNA re-replication, Hoechst nuclear intensity, 48 h | Potency, µM (doses to about 46.1 µM), for the others: at the top dose activity, positive = re-replication, most hits filed as activators | actives 2.9% (n = 350,000) | AID 624296, 2012; further: % of control where 0% means no effect; nearly all actives have a fitted effect of over 50% in size
HT1080NT lethal: qHTS for induction of synthetic lethality in tumor cells producing 2HG: qHTS for the HT-1080-NT fibrosarcoma cell line; HT-1080-NT fibrosarcoma viability, CellTiter-Glo ATP luminescence, 48 h; Potency, µM (top dose mostly 46.1 µM), for the others: at the top dose activity, negative = less viability, usual class: cytotoxic; actives 1.6% (n = 360,000); AID 686970, 2013;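 further: NT is the 2HG producing partner of a matched IDH1 knockdown line; 0% = DMSO-treated cells and -100% = media-only wells without cells; nearly all actives have a fitted effect of over 55% in size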
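HT-1080-NT fibrosarcoma cells (2HG-overproducing), 750 cells/well in RPMI with 5% FBS, dosed after 2 h and incubated 48 h at 37C. CellTiter-Glo luminescence normalized to DMSO and no-cell wells; concentration-response curves fitted and classed.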
KB-V1 MDR tox: qHTS assay for MDR1-selective chemotherapeutics: Primary screen using the drug-selected MDR subline cells KB-V1; KB-V1 MDR cells viability, CellTiter-Glo, 72 h; Potency, µM (doses to about 46.1 µM), inactives show at the top dose activity change, negative = cytotoxicity, actives largely listed as cytotoxic; actives 3.4% (n = 400,000); AID 1347076, 2019; further: on the % scale 0 is the no-effect control and ±100 the full control effect; nearly all actives have a fitted effect of over 60% in size
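Cytotoxicity toward P-gp-expressing KB-V1 cells was determined as loss of CellTiter-Glo luminescence after 72 h at 37 degrees C. Compounds were tested in quantitative HTS format across a concentration range, with curves fitted to normalized data.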
ATXN2 expr inh: Primary qHTS for Inhibitors of ATXN expression | HEK-293 ATXN2-luciferase reporter, luminescence, 24 h | AID 1745845, 2022 | Potency, µM (series often up to 57 µM), without a hit: at the top dose activity change, negative = inhibition, hits mostly inhibitors | actives 0.72% (n = 360,000); further: on the % scale 0 is the no-effect control and ±100 the full control effect; nearly all actives have a fitted effect of over 55% in size
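qHTS (up to 57 uM final) was run with 24 h compound exposure of reporter cells at 37 °C. Each well was multiplexed: SteadyGlo luminescence measured ATXN2-luciferase expression after a fluorogenic Gly-Phe-AFC viability readout (25 uM final).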
HT1080 IDH1KD tx: qHTS for induction of synthetic lethality in tumor cells producing 2HG: qHTS for the HT-1080-IDH1KD cell line; Potency, µM (titrated, usually from 46.1 µM), inactives show at the top dose activity, negative = toxicity, hits mostly cytotoxic; AID 686971, 2013; actives 2% (n = 360,000); HT-1080 IDH1 knockdown viability, ATP luminescence, 48 h;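 further: 0% = DMSO wells and -100% = cell-free medium wells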
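Assay cells: HT-1080 with IDH1 knockdown, 750 per well, RPMI/5% FBS. Exposure: 48 h at 37 °C following 2 h pre-incubation. Read: CellTiter-Glo luminescence; fitted concentration-response, curve class assigned.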
SW480 rerep: A quantitative high throughput screen for small molecules that induce DNA re-replication in SW480 colon adenocarcinoma cells. SW480 DNA re-replication, Hoechst DNA content imaging, 48 h. Potency, µM (highest dose often 46.1 µM), inactives show top-dose re-replication activation, actives largely listed as activators. actives 1.8% (n = 340,000); further: % of control where 0% means no effect; nearly all actives have a fitted effect of over 55% in size
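DNA re-replication was detected as more nuclei of elevated Hoechst intensity after 48 hr exposure to compound (23 nL pinned per well of 250 cells).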
* hit, by the source's call; ? = inconclusive; nt = no result given; & = joins results of further samples; [ ] = dose if it differs, or a comment. The call rests on the fitted dose curve; in most records, active means well fitted curve in the direction sought with a large enough effect; inconclusive means small, poorly fitted or top-dose-only effect, or another doubt; inactive means no such curve, though single readings can be large; an effect the other way counts as inactive or inconclusive. Potency means the concentration at half of the fitted maximal effect. Only part of the results is shown; rates above refer to the full screens.

Start of the data: the first two records, ahead of the listing:
SMILES	KB-3-1 cytotox	MCF10A rereplic	HT1080NT lethal	KB-V1 MDR tox	ATXN2 expr inh	HT1080 IDH1KD tx	SW480 rerep
CC1(C)CC/C(=C/c2ccc(Cl)cc2)C1(O)Cn1cncn1 (centres undefined)	nt	nt	nt	nt	-8.7%[116 µM]	nt	nt
O=C(O)C(=O)c1cn(Cc2ccccc2)c2ccc(-c3ccc(OC(F)(F)F)cc3)cc12	nt	nt	nt	nt	-7.1%	nt	nt

The list itself, from the start:
SMILES	KB-3-1 cytotox	MCF10A rereplic	HT1080NT lethal	KB-V1 MDR tox	ATXN2 expr inh	HT1080 IDH1KD tx	SW480 rerep
CC1(C)CC/C(=C/c2ccc(Cl)cc2)C1(O)Cn1cncn1 (centres undefined)	nt	nt	nt	nt	-8.7%[116 µM]	nt	nt
O=C(O)C(=O)c1cn(Cc2ccccc2)c2ccc(-c3ccc(OC(F)(F)F)cc3)cc12	nt	nt	nt	nt	-7.1%	nt	nt
CNCC(=O)c1ccc(O)c(O)c1	nt	nt	nt	nt	5.7%	nt	nt
CC(C)[C@H]1C(=O)N[C@H](CO)Cc2c[nH]c3cccc(c23)N1C	nt	nt	nt	nt	-1.2%	nt	nt
C[C@]12CC[C@H]3[C@@H](CCC4=CC(=O)CC[C@@H]43)[C@@H]1CC[C@@H]2OC(=O)CCC1CCCCC1	nt	nt	nt	nt	?	nt	nt
CC(=O)NC1CCSC1=O (centres undefined)	nt	nt	nt	nt	7.1%	nt	nt
Fc1cc(Br)ccc1CBr	nt	nt	nt	nt	12.2%	nt	nt
COc1cc(C[C@@H](C)N)c(OC)cc1C	nt	nt	nt	nt	-19.2%[116 µM]	nt	nt
CCN(CC)Cc1nccn1-c1ccc([N+](=O)[O-])cc1C(=O)c1ccccc1Cl	nt	nt	nt	nt	-12.8%	nt	nt
CCCN(CCC)CCc1c[nH]c2ccccc12	nt	nt	nt	nt	1.1%[116 µM]	nt	nt
O=c1[nH]c2ccccc2n1C1CCNCC1	nt	nt	nt	nt	1.9%	nt	nt
Cc1nnc2n1-c1sc(CCC(=O)N3CCOCC3)cc1C(c1ccccc1Cl)=NC2	nt	nt	nt	nt	-0.5%	nt	nt
CCOP(=S)(OCC)O/N=C(\C#N)c1ccccc1	nt	nt	nt	nt	20.1%	nt	nt
Cc1nc(-c2ccc(-c3ccc(C(=O)N4CCc5cc6c(cc54)C4(CCN(C)CC4)CO6)cc3)c(C)c2)no1	nt	nt	nt	nt	6.4%	nt	nt
CC(C)Oc1cccc(NC(=O)c2ccccc2C(F)(F)F)c1	nt	nt	nt	nt	-12.9%[116 µM]	nt	nt
Cc1cccc(C)c1NC(=O)CN1CCCC1=O	nt	nt	nt	nt	-4.5%&8.3%	nt	nt
O=c1[nH]c2cc(Cl)ccc2n1C1CCNCC1	nt	nt	nt	nt	1.1%	nt	nt
CCCC[N+]1(C)[C@H]2CC(OC(=O)[C@H](CO)c3ccccc3)C[C@H]1[C@H]1O[C@H]12 (some centres undefined)	nt	nt	nt	nt	3.8%	nt	nt
CCN(CC)C(=O)N[C@@H]1C=C2c3cccc4[nH]cc(c34)C[C@@H]2N(C)C1	nt	nt	nt	nt	-0.4%	nt	nt
COc1ccc2c3c1O[C@H]1[C@@H](O)C=C[C@H]4[C@@H](C2)N(C)CC[C@@]341	nt	nt	nt	nt	?	nt	nt
CC[C@@H](C(N)=O)N1CCCC1=O	nt	nt	nt	nt	-25.9%	nt	nt
CNC(=O)c1ccc(N2C(=S)N(c3ccc(C#N)c(C(F)(F)F)c3)C(=O)C23CCC3)cc1F	nt	nt	nt	nt	?	nt	nt
COc1ccc2c(c1)CN(C)CC2c1ccc(Cl)c(Cl)c1 (centres undefined)	nt	nt	nt	nt	?	nt	nt
C=CC[C@]1(O)CC[C@H]2[C@@H]3CCC4=CC(=O)CCC4=C3C=C[C@@]21C	nt	nt	nt	nt	1.1%	nt	nt
COc1ccc(-n2c(/C=C\c3ccccc3F)nc3ccccc3c2=O)cc1OC	?	nt	nt	?	nt	nt	nt
N#Cc1c(Cl)c(Cl)c(Cl)c(C#N)c1Cl	?	nt	nt	8.8%	nt	nt	nt
ClCCN(CCCl)c1ccc(C=Nc2ccc(/C=C/c3ccnc4ccccc34)cc2)cc1	-0.1%	nt	nt	?	nt	nt	nt
Oc1cc2c(cc1O)[C@H]1c3ccccc3CN[C@@H]1CC2	0.0%	nt	nt	?	nt	nt	nt
COc1cc(/C=C/c2nc3ccccc3c(=O)n2-c2ccc(Br)c(C)c2)ccc1O	?	nt	nt	?	nt	nt	nt
Cc1cc(C)cc(-n2c(/C=C/c3cccc(F)c3)nc3ccccc3c2=O)c1	-0.9%	nt	nt	?	nt	nt	nt

Part of the list above, with values under each structure.
Second line of a record – KB-3-1 cytotox	MCF10A rereplic	HT1080NT lethal	KB-V1 MDR tox	ATXN2 expr inh	HT1080 IDH1KD tx	SW480 rerep
- N#Cc1c(Cl)c(Cl)c(Cl)c(C#N)c1Cl
 : ?	nt	nt	8.8%	nt	nt	nt
- ClCCN(CCCl)c1ccc(C=Nc2ccc(/C=C/c3ccnc4ccccc34)cc2)cc1
 : -0.1%	nt	nt	?	nt	nt	nt
- Oc1cc2c(cc1O)[C@H]1c3ccccc3CN[C@@H]1CC2
 : 0.0%	nt	nt	?	nt	nt	nt

Continued.
SMILES	KB-3-1 cytotox	MCF10A rereplic	HT1080NT lethal	KB-V1 MDR tox	ATXN2 expr inh	HT1080 IDH1KD tx	SW480 rerep
COC1=C(C)C(=O)c2c(c(COC(N)=O)c3n2C[C@@H]2[C@@H]3N2C)C1=O (some centres undefined)	-19.1%	nt	nt	?	nt	nt	nt
CCOc1ccc(-n2c(/C=C/c3ccccc3)nc3ccccc3c2=O)cc1	-15.0%	nt	nt	-14.1%	nt	nt	nt
NCC(=O)c1ccc(Cl)c(Cl)c1	?	nt	nt	-9.2%	nt	nt	nt
COc1ccccc1-n1c(/C=C/c2ccccc2)nc2ccccc2c1=O	6.0%	nt	nt	10.7%	nt	nt	nt
c1cc2c3c(cccc3c1)CC2	?	nt	nt	?	nt	nt	nt
Cn1nc(-c2ccccc2)nc2c(=O)n(C)c(=O)nc1-2	4.61µM*	nt	nt	5.8µM*	nt	nt	nt
CNC(=O)O/N=C/C(C)(C)S(C)=O (centres undefined)	28.5%	nt	nt	1.4%	nt	nt	nt
c1ccc(CCN2CCCC2)cc1	3.3%	nt	nt	4.9%	nt	nt	nt
ClCCN(CCCl)c1ccc(C=Nc2ccc(/C=C/c3ccncc3)cc2)cc1	-4.0%	nt	nt	-5.7%	nt	nt	nt
COc1cc([N+](=O)[O-])cc([N+](=O)[O-])c1N	14.0%	nt	nt	0.7%	nt	nt	nt
O=C(O)/C=C/c1ccc2c(c1)OCO2	-11.5%	nt	nt	-4.2%	nt	nt	nt
O=C(CN1CCOCC1)c1cccc([N+](=O)[O-])c1	?	nt	nt	-8.6%	nt	nt	nt
COc1cc([C@@H]2c3cc4c(cc3C[C@H]3COC(=O)[C@@H]32)OCO4)cc(OC)c1O	?	nt	nt	0.0%	nt	nt	nt
Cc1ccc(-n2c(/C=C/c3ccc(Br)s3)nc3ccccc3c2=O)cc1	?	nt	nt	-18.4%	nt	nt	nt
COc1ccc(-n2c(/C=C\c3ccccc3F)nc3ccccc3c2=O)c(OC)c1	-2.2%	nt	nt	-7.4%	nt	nt	nt
Cc1cc(-n2c(/C=C/c3ccc(Br)s3)nc3ccccc3c2=O)ccc1Br	-11.1%	nt	nt	?	nt	nt	nt
CC1NCCOC1c1ccccc1 (centres undefined)	nt	1.9%	nt	nt	7.4%	nt	-4.6%
C=CCN1C[C@H](C)N([C@H](c2ccc(C(=O)N(CC)CC)cc2)c2cccc(OC)c2)C[C@H]1C	nt	3.8%	nt	nt	2.3%	nt	2.5%
Cc1ccc(N=CN(C)C=Nc2ccc(C)cc2C)c(C)c1	nt	1.6%	nt	nt	10.7%	nt	?
COc1ccc(C(=O)c2c(C)n(CCN3CCOCC3)c3ccccc23)cc1	nt	12.8%	nt	nt	-18.3%&0.2%	nt	?
Cc1cc(O)cc2c1O[C@](C)(CCC[C@H](C)CCC[C@H](C)CCCC(C)C)CC2	nt	18.8%	nt	nt	14.8%	nt	6.1%
CC(C)NCC(O)c1ccccc1Cl (centres undefined)	nt	10.6%	nt	nt	2.5%	nt	1.8%
C#C[C@]1(O)CC[C@H]2[C@@H]3CCC4=CC(=O)CCC4=C3C=C[C@@]21CC	nt	24.6%	nt	nt	45.1%[activator]	nt	-5.4%
Clc1ccc(CO/N=C(\Cn2ccnc2)c2ccc(Cl)cc2Cl)c(Cl)c1	nt	?	nt	nt	?	nt	7.3%
CN1C(=O)[C@@H](NC(=O)c2cc3ccccc3[nH]2)N=C(c2ccccc2)c2ccccc21	nt	-1.2%	nt	nt	?	nt	?
Oc1ccccc1-c1ccccc1	nt	0.5%	nt	nt	-3.3%	nt	15.0%
COP(=O)(OC)C(O)C(Cl)(Cl)Cl (centres undefined)	nt	6.3%	nt	nt	3.7%	nt	-2.1%
Cc1cc(O)ccc1Cl	nt	3.1%	nt	nt	12.9%	nt	-6.3%
COC[C@H]1OC(=O)c2coc3c2[C@@]1(C)C1=C(C3=O)C2CCC(=O)[C@@]2(C)C[C@H]1OC(C)=O (some centres undefined)	nt	nt	?	nt	?	?	nt
N#Cc1cccc(NC(=O)CSc2nc3c(cc2C#N)N2CCC3CC2)c1	?	nt	nt	-21.2%	15.3%	nt	nt
Cc1ccc(Cn2cccc(C(=O)Nc3nnc(C)s3)c2=O)cc1	?	nt	nt	14.0%	2.4%	nt	nt
Cc1ccc2nc(NC(=O)c3cccn(Cc4ccc(Cl)cc4)c3=O)sc2c1	9.1%	nt	nt	21.8%	12.6%	nt	nt
Cc1ccccc1Cn1cccc(C(=O)Nc2cc(Cl)ccc2C#N)c1=O	-0.4%	nt	nt	?	8.8%	nt	nt
CC(=O)c1ccc(NC(=O)c2sc3nc4c(cc3c2N)N2CCC4CC2)cc1	?	nt	nt	23.1µM*	?	nt	nt
Cc1nnc(NC(=O)c2cccn(Cc3cccc(F)c3)c2=O)s1	0.2%	nt	nt	?	-5.6%	nt	nt
O=C(COc1ccccc1F)N1CCN(Cc2cc(=O)n3nc(-c4ccccc4Cl)sc3n2)CC1	10.8%	nt	nt	6.3%	0.4%	nt	nt
Cc1ccc2c(c1)C(Cc1nc3ccccc3c(=O)n1-c1ccc(Br)cc1)C(=O)N2 (centres undefined)	-21.4%	nt	nt	-37.4%	0.0%	nt	nt
Cc1cc(NC(=O)c2cccn(Cc3ccccc3)c2=O)no1	2.0%	nt	nt	23.9%	1.8%	nt	nt
